ABCG2 inh = ABCG2 efflux pump inhibitors, primary screen, multiplex with ABCB1, IgMXP3 cells, flow cytometry | JC-1 efflux | Broad substrate specificity ATP-binding cassette transporter ABCG2 (Homo sapiens), Q9UNQ0 | AID 1325, 2008 | 0.1% of 190,000 active | inhibition, % at 6.6 µM;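 active = inhibition above 80%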;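 also: 0% = DMSO and 100% = nicardipine control wells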
Target sequence (Q9UNQ0 whole entry, looked up): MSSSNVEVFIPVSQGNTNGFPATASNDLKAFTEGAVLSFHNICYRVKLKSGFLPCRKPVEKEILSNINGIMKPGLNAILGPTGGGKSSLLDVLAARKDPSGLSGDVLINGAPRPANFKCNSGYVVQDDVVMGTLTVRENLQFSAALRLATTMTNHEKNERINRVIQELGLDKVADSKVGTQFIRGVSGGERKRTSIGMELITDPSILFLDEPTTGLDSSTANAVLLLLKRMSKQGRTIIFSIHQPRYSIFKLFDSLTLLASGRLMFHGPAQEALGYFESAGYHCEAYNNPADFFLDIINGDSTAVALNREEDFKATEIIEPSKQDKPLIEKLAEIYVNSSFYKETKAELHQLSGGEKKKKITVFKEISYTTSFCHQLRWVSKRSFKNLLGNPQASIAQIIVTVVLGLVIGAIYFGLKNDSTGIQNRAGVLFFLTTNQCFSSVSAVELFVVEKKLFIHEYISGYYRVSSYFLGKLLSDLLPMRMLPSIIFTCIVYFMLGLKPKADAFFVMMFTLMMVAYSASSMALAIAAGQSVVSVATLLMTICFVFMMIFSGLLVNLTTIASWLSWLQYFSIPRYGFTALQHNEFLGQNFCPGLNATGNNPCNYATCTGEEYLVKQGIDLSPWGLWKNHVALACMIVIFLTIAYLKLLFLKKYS
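Test system: IgMXP3 (ABCG2) plus far-red-tagged CCRF-Adr (ABCB1) cells / Amount: 3 million cells/mL in well / Reagent: JC-1 transporter substrate / Timing: 10 min compound exposure, 25 °C / Signal: flow cytometry, 530 nm JC-1 signal / Read-out: percent efflux inhibition, scaled nicardipine 100% to DMSO 0% / Benchmarks: nicardipine as high control, DMSO as low control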
Bim-Bcl-2 = inhibitors of Bim-Bcl-2 binding, primary screen, biochemical, multiplexed, human Bcl-2 family; Apoptosis regulator Bcl-2 (Homo sapiens), P10415; Bead-based flow cytometry, Bim peptide-Bcl-2 binding; inhibition, % at 10 µM; 0.06% of 190,000 active; AID 950, 2007; in the data active = inhibition above about 40%; inconclusive = no clear call, values can overlap the other calls;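 also: 0% = no compound wells with probe peptide and 100% = reference peptide inhibitor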
GSH fluor = compound fluorescence on glutathione beads, profiling panel, artefact control, biophysical, 488/530 nm, flow cytometry. GSH beads flow cytometry, compound fluorescence 488/530 nm; hits give high values. fluorescence (KMESF) at 10 µM. 0.25% of 190,000 active. AID 1776, 2009; in the data active = fluorescence above about 89;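 also: glutathione beads carrying GST-tagged Bcl family fusion proteins plus one bare bead set; values are compound well signal with DMSO vehicle wells as background; inactives centre near 16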
ABCB1 inh = ABCB1 efflux pump inhibitors, primary screen, cell-based, multiplex, flow cytometry, ABCG2 counter-screen | ATP-dependent translocase ABCB1 (Homo sapiens), P08183 | CCRF-Adr cells, JC-1 efflux | inhibition, % at 6.6 µM | 0.067% of 190,000 active | AID 1326, 2008; in the data active = inhibition above about 40%;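 also: 0% = vehicle and 100% = reference inhibitor; higher value means more JC-1 retained so stronger ABCB1 efflux block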
RGS4-Gao reg = modulators of RGS4 binding to Galphao, primary screen, biochemical, multiplexed bead flow cytometry; 0.33% of 220,000 active; actives lie on both sides; binding response (% of control), % at 10 µM; Guanine nucleotide-binding protein G(o) subunit alpha (Homo sapiens), P09471; in the data active = binding response below about 49% or above about 150%; inactive = in between;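 also: fluorescent Galphao activated with aluminum fluoride binding bead-coupled RGS4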
Bcl-XL Bim block = inhibitors of Bim-Bcl-XL binding, primary screen, biochemical, multiplexed, bead flow cytometry, human Bcl-XL; Bim peptide-Bcl-XL binding, fluorescence; inhibition, % at 10 µM; 0.04% of 190,000 active; AID 1007, 2008
Bcl-B Bim block = inhibitors of Bim-Bcl-B binding, primary screen, biochemical, multiplexed, human Bcl-2 family; Bcl-2-like protein 10 (Homo sapiens), Q9HD36; bead-based flow cytometry, Bim peptide-Bcl-B binding; inhibition, % at 10 µM; 0.073% of 190,000 active; AID 951, 2007;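 also: 0% = tracer peptide without compound and 100% = reference inhibitor peptide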
Target sequence (Q9HD36 whole entry, looked up): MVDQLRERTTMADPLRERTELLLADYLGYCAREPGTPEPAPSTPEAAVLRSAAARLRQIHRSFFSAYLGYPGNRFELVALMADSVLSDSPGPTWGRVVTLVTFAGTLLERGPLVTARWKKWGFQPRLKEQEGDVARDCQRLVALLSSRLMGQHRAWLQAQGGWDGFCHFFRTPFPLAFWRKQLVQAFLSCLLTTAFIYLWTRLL
RGS7-Gao = RGS7-Galphao binding modulators, primary screen, biochemical, multiplexed bead flow cytometry. Guanine nucleotide-binding protein G(o) subunit alpha (Homo sapiens), P09471. 0.35% of 220,000 active. binding response (% of control), % at 10 µM. actives lie on both sides; in the data active = binding response below about 49% or above about 150%; inconclusive = no clear call, values can overlap the other calls; inactive = in between;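 also: fluorescent Galphao held in activated GDP-AlF4 state binding bead-coupled RGS7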
Avidin fluor = green autofluorescence of compounds with avidin beads – biophysical, 488/530 nm, flow cytometry, artefact control, profiling panel. compound fluorescence 488/530 nm; hits give high values. fluorescence (KMESF) at 10 µM. 0.38% of 220,000 active. AID 1775, 2009; in the data active = fluorescence above about 47; also: inactives centre near 10
Bim-Bfl-1 = inhibitors of Bim binding to Bfl-1, primary screen, biochemical, multiplexed, bead-based flow cytometry; Bcl-2-related protein A1 (Homo sapiens), Q16548; Bim-Bfl-1 binding inhibition; inhibition, % at 10 µM; 0.12% of 190,000 active; AID 1008, 2008;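 also: 0% = wells without compound plus tracer and 100% = blocker peptide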
Bcl-W Bim block = inhibitors of Bim binding to Bcl-W, primary screen, biochemical, multiplexed, bead-based flow cytometry; Bcl-2-like protein 2 (Homo sapiens), Q92843; Bim peptide-Bcl-W binding; inhibition, % at 10 µM; 0.02% of 190,000 active;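 also: 0% = bound tracer without compound and 100% = peptide blocker; higher means less fluorescent Bim peptide bound to Bcl-W beads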
* = called active by the depositor; ? = inconclusive. Rule as the data show it, unless noted: active = inhibition above about 40%. Rows were taken by chance. Share with any hit: about 1.3%.

SMILES	ABCG2 inh	Bim-Bcl-2	GSH fluor	ABCB1 inh	RGS4-Gao reg	Bcl-XL Bim block	Bcl-B Bim block	RGS7-Gao	Avidin fluor	Bim-Bfl-1	Bcl-W Bim block
O=C(CCS(=O)(=O)c1ccc(Br)s1)NCc1ccc2c(c1)OCO2	5.2	0.0	5	1.0	98.1	-2.0	0.0	99.8	6	-8.0	10.0
COc1cccc(CC(=O)Nc2ccc(S(=O)(=O)Nc3nc(C)cc(C)n3)cc2)c1	3.0	0.0	19	-0.3	104.6	0.0	0.0	101.3	5	-4.0	0.0
O=C(NCC1CCC(C(=O)O)CC1)c1cccnc1 (stereo not given)	1.6	-5.0	59	0.3	101.9	-8.0	-2.0	101.2	7	-9.0	3.0
Cn1nc(C(=O)Nc2nc3ccc(S(C)(=O)=O)cc3s2)ccc1=O	3.7	-9.0	10	0.7	92.5	-2.0	-4.0	91.6	6	-6.0	3.0
COc1ccc(CCN2C(=O)CC(N3CCN(c4ccccn4)CC3)C2=O)cc1OC (stereo not given)	0.7	-11.0	35	-1.6	100.6	-7.0	-12.0	99.1	14	-17.0	-5.0
CCCC(=O)NCCc1ccc(F)cc1	0.9	-5.0	7	0.6	102.3	0.0	0.0	103.8	9	-5.0	-1.0
O=C(NC1CCCc2ccccc21)c1cc(S(=O)(=O)N2CCOCC2)ccc1F (stereo not given)	0.5	2.0	12	0.3	100.6	-2.0	-2.0	102.7	21	-3.0	1.0
FC(F)(F)c1nnc2ccc(NCc3cccnc3)nn12	4.0	1.0	71	0.1	99.6	-3.0	0.0	102.7	9	0.0	-1.0
Cc1cc(S(=O)(=O)Nc2ccccc2C(=O)O)ccc1Cl	-0.2	1.0	18	0.1	101.7	-2.0	0.0	99.3	28	-2.0	0.0
COc1ccc(/C(O)=C2/C(=O)C(=O)N(Cc3cccnc3)C2c2ccco2)cc1OC (stereo not given)	0.8	2.0	54	0.4	103.9	0.0	-1.0	106.4	26	1.0	0.0
CCOc1ccccc1NC(=O)c1ccc(-n2cncn2)nc1	7.3	0.0	20	0.4	105.8	-3.0	-6.0	112.8	9	-4.0	0.0
CCOC(=O)CSc1nc(Cc2ccccc2)nc2ccccc12	2.8	-2.0	16	0.8	87.5	0.0	0.0	94.0	10	-5.0	1.0
Cc1ccc(C(=C2C3C=CC2C2C(=O)NC(=O)C32)c2ccc(C)cc2)cc1 (stereo not given)	1.8	0.0	19	0.5	122.9	0.0	-1.0	115.2	5	-12.0	6.0
CC1(C)CC2CC(C)(CN2S(=O)(=O)c2ccc(C(=O)Nc3ccc(Cl)c(S(=O)(=O)N4CCOCC4)c3)cc2)C1 (stereo not given)	0.8	-3.0	13	0.3	106.3	-1.0	-1.0	104.5	26	2.0	-2.0
C=CCNc1cc(C(F)(F)F)nc(-c2ccccn2)n1	26.4	-10.0	36	0.8	100.4	-7.0	-7.0	99.5	13	-15.0	-1.0
COc1ccccc1CC(=O)Nc1ccc(-c2noc(COc3ccc(Br)cc3)n2)cc1	-0.3	0.0	39	-0.1	92.4	10.0	0.0	98.8	5	2.0	-1.0
O=C1c2ccccc2C(=O)N1CCc1nc2ccccc2c(=O)n1CCCn1ccnc1	1.2	-6.0	272*	0.3	108.1	-34.0	-6.0	104.0	8	-12.0	-2.0
Cc1cnc(C(=O)N2CCN(S(=O)(=O)c3ccc4ccccc4c3)CC2)cn1	0.3	-6.0	33	0.0	93.4	-3.0	-7.0	93.4	8	-7.0	-1.0
Cc1nc(N2CCN(S(=O)(=O)c3ccccc3C#N)CC2)c2c(-c3cccs3)csc2n1	1.2	-6.0	12	1.5	108.3	-7.0	-8.0	?	9	-5.0	-3.0
CC(C)[C@H](NC(=O)OCc1ccccc1)C(=O)NCc1ccccc1	1.6	1.0	6	1.1	101.6	-1.0	-3.0	100.6	1	0.0	-1.0
OCCC1CN(Cc2cn[nH]c2C2CCCCC2)CCN1Cc1ccccc1 (stereo not given)	2.6	-1.0	12	0.7	104.2	-1.0	-5.0	?	9	-6.0	-6.0
c1ccc(-n2cnnc2SCc2nc3ccccc3s2)cc1	0.6	-4.0	23	0.1	90.0	-6.0	-5.0	92.3	5	-9.0	-2.0
CC1=C(C(N)=O)C(c2ccco2)C(C(N)=O)=C(C)N1	-0.7	-2.0	21	-0.2	96.7	0.0	-2.0	100.3	3	-2.0	4.0
CC1CC(C)CN(S(=O)(=O)c2ccc(C(=O)Nc3nnc(-c4cccs4)o3)cc2)C1 (stereo not given)	-0.5	-5.0	4	-0.2	101.7	-1.0	-3.0	96.6	9	-9.0	2.0
Cc1ccc(-n2cc(-c3ccccc3)c3c(=O)[nH]cnc32)cc1	-2.2	1.0	8	-2.5	98.0	-4.0	-4.0	96.9	4	-3.0	-4.0
O=C1Nc2ccccc2C12OCCO2	3.1	-3.0	20	1.1	99.2	0.0	-4.0	99.6	13	-1.0	-2.0
COc1ccc(OC)c(S(=O)(=O)Nc2c(C)cccc2C)c1	6.9	0.0	12	0.9	93.4	2.0	-2.0	99.1	9	-4.0	1.0
O=c1c2cc(NC(=S)N3CCC(N4CCCCC4)CC3)ccc2nc2n1CCCCC2	0.3	-4.0	14	1.1	99.4	-7.0	-9.0	96.7	12	10.0	-7.0
CC1=CC2=NC(=O)/C(=C\c3ccc(OC(=O)c4ccco4)cc3)C(=N)N2O1	0.0	0.0	13	-0.3	93.4	0.0	-3.0	92.0	8	-3.0	0.0
COc1ccc(C(=O)N/N=C/c2cn[nH]c2-c2ccc(OC)cc2OC)cc1	-7.8	0.0	16	-2.9	98.3	-3.0	-4.0	101.2	5	-1.0	-2.0
COC(=O)c1ccc(NC(=O)CSc2nnc(COc3ccccc3)n2C)cc1	1.6	-5.0	36	0.1	107.0	3.0	-17.0	98.3	6	-6.0	0.0
Cc1ccc(C(=O)NCC(=O)OCC(=O)Nc2ccccc2C#N)s1	6.4	1.0	12	0.2	95.1	1.0	0.0	?	13	-2.0	1.0
Cc1nc2ncccn2c1-c1csc(Nc2ccc(N(C)C)cc2)n1	21.1	4.0	8	0.7	104.1	5.0	0.0	106.5	11	10.0	7.0
COc1ccc(CCNC(=O)CSc2ccc(-c3ccncc3)nn2)cc1	6.7	2.0	13	0.7	99.8	-2.0	0.0	104.2	10	-4.0	-3.0
COc1cccc(-n2c(C)cc(/C=C3/C(=N)N4C(=NC3=O)SN=C4S(C)(=O)=O)c2C)c1	-2.2	0.0	12	-0.7	98.9	-1.0	0.0	99.7	8	0.0	3.0
O=C(C1CCCN1S(=O)(=O)c1ccc(Br)cc1)N1CCOCC1 (stereo not given)	-3.9	1.0	15	0.0	101.8	0.0	1.0	96.4	10	-3.0	-1.0
CCCn1c(SCC(=O)Nc2sc(C)c(C)c2C(=O)OCC)nc2c1c(=O)n(C)c(=O)n2C	2.1	1.0	21	0.7	98.4	-5.0	1.0	99.8	5	-11.0	3.0
Cc1ccc2c(c1)NC(c1cccs1)C1=C(CC(C)(C)CC1=O)N2 (stereo not given)	8.6	3.0	10	0.3	99.2	-1.0	0.0	97.0	8	-4.0	-1.0
CCC(=O)Nc1cccc(-c2nnc(SCC(=O)NCc3ccco3)n2C)c1	5.7	-1.0	18	1.2	97.7	2.0	-9.0	99.1	7	1.0	0.0
O=C(NCC1CCCO1)NC1(C(F)(F)F)Oc2ccccc2O1 (stereo not given)	1.6	-7.0	33	1.0	101.5	0.0	-12.0	102.9	11	-11.0	-2.0
O=C(c1cc2ccccn2n1)N1CCCC1	0.9	-11.0	25	0.3	98.7	-4.0	-9.0	98.7	7	-13.0	-2.0
Fc1ccccc1COc1ccc(Br)cc1CNCc1cccnc1	6.7	-2.0	20	1.6	100.7	0.0	-2.0	100.5	11	-4.0	0.0
CC(=O)c1cn(N(C)c2ncc(C(F)(F)F)cc2Cl)c(=O)[nH]c1=O	-0.9	-3.0	14	0.5	98.5	-5.0	-7.0	?	11	-7.0	0.0
COc1cc(/C=C(\C#N)C(=O)NC(C)C)cc(Cl)c1O	7.3	-3.0	11	0.1	98.2	1.0	0.0	96.6	10	-1.0	0.0
C=CCOc1c(Cl)cc(CNc2ccc3[nH]c(=O)[nH]c3c2)cc1OC	0.6	3.0	8	0.0	100.2	0.0	-2.0	99.2	3	12.0	4.0
Nc1ccccc1C(=O)NNc1ncc(C(F)(F)F)cc1Cl	-1.1	-1.0	23	-0.4	99.7	-2.0	-4.0	107.0	14	1.0	0.0
CCOC(=O)CN1N=C(/C=C/c2ccc(OCC)cc2)CCC1=O	2.0	0.0	11	0.4	101.8	2.0	1.0	?	14	-3.0	1.0
COc1ccc(OCCSc2nnc(C(C)NC(=O)c3ccccc3F)n2C)cc1 (stereo not given)	5.0	-4.0	21	1.3	100.8	1.0	1.0	?	9	-3.0	2.0
CC(C)CC(=O)c1c[nH]c(C(=O)N2CCN(Cc3ccccc3)CC2)c1	1.9	0.0	12	0.4	98.8	-1.0	0.0	?	11	-6.0	1.0
COc1cc([N+](=O)[O-])ccc1NC(=O)COC(=O)C=C(C)C	4.9	-3.0	11	0.8	104.9	0.0	-6.0	102.6	25	-8.0	0.0
O=C(Nc1ccc(S(=O)(=O)Nc2ccccn2)cc1)C(F)(F)F	0.4	1.0	16	0.0	92.5	1.0	6.0	92.0	6	6.0	0.0
COc1nc(N=C(N)N)nc2c(C)cccc12	5.5	0.0	10	0.3	98.2	8.0	9.0	98.8	7	0.0	4.0

Screens as filed in PubChem BioAssay.
